Hep lipid drop: hepatic lipid droplet formation modulation. AID 1656. 240,000 compounds, 0.4% hits. AML12 mouse hepatocytes, oleate lipid droplets, BODIPY imaging. inhibition, % at 6.5 µM;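 active means lipid droplet intensity inhibited by at least 50%, with more than 500 cells counted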
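Assay system: AML12 hepatocytes (mouse); Probe or stimulus: oleic acid at 100 µM to induce lipid droplet formation; Dosing: compound at 6.5 µM only; Schedule: compound with oleate, overnight; Detection: fluorescence imaging, 20x objective, two fields per well; Measure: % inhibition of lipid droplet signal.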
CSM14.1 death rescue: protection against thapsigargin-triggered cell killing – 384-well, CSM14.1, ATP luminescence, primary screen (AID 1222). CSM14.1 thapsigargin-induced death rescue, ATP luminescence; higher % means a stronger effect. cellular ATP content (survival), % at 20 µM, or EC50 in µM where a hit was titrated. 190,000 tested, under 10 active;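 active means EC50 below 50 µM in the dose-response confirmation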;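 further: death triggered by thapsigargin at about 15 µM added after 2 h compound pretreatment; cell ATP read after overnight thapsigargin exposure of roughly 18 to 22 hours; normalized against plate controls of thapsigargin alone and 5% DMSO vehicle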
Yfh1-off respiration: enhancers of respiration in Yfh1-depleted yeast, dose response, Friedreich's ataxia, plus single-dose screen (AID 1465); 220,000 compounds, 0.074% hits; S. cerevisiae Yfh1-off respiration, WST-1 reduction, 72 h; higher fold induction means a stronger effect; fold induction at 50 µM, or EC50 in µM where a hit was titrated;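 active means fold induction of absorbance versus untreated yeast above a set limit, then at least 30% activation at any dose in follow-up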;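 further: activators that raise dye reduction in frataxin-depleted yeast; strong numbers were not always called active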
MT stabilize HCS: microtubule stabilization, imaging screen; 200,000 compounds, 0.83% hits; % tubulin-high responders, % at 10 µM; HeLa tubulin immunostaining HCS, 24 h; share of cells brighter than vehicle mean+2SD;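 active means plate Z-score above 3 for both tubulin-high and condensed-nucleus cell shares, with cell loss under 80%, at 10 µM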;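 further: anti alpha tubulin signal scored within the nucleus-defined area of each cell; some results filed as inactive read as strong as hits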
M1AAP inhibition: malaria alanyl aminopeptidase activity blockers – biochemical, fluorogenic H-Leu-NHMec substrate, 1536-well (AID 1445); recombinant M1AAP, H-Leu-NHMec fluorogenic kinetic assay; higher % means a stronger effect; inhibition, % at 30 µM, or IC50 in µM where a hit was titrated; 220,000 compounds, 0.42% hits;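 active means primary inhibition above the hit cutoff, then over 50% inhibition at one or more dose response concentrations, cut at about 23% in these data, passing the limit was not always enough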;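 further: plate controls were DMSO full reaction for no effect and no enzyme background for full effect; strong numbers were not always called active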
Dynein transport: blocks dynein driven cargo transport along microtubules | 3617.4 mouse cells, GR-EGFP nuclear translocation imaging; test concentration mostly 20 µM; stimulated with dexamethasone, 1 µM; stronger effect = lower value | 220,000 compounds, 0.47% hits | z-score, hits read low;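 active means plate z-score of nuclear minus cytoplasmic receptor signal below a set negative limit, without overly bright fluorescence or cell loss, cut at about -3.5 in these data, passing the limit was not always enough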;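 further: z-score of nuclear minus cytoplasmic ring GR-EGFP intensity difference per well; some compounds called inactive have numbers as strong as hits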
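Buffer or medium: tetracycline-free induction medium containing charcoal-stripped FBS / Reagent: dexamethasone agonist, 1.0 µM final, for 30 min / Technique: automated 10x imaging of fixed Hoechst-stained cells / Times: induction 48 h, compound 1 h, agonist 30 min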
Autophagy HCS: modulators of autophagy | MEF GFP-LC3 puncta imaging; test concentration mostly 10 µM | calls only at 10 µM (by protocol) | 190,000 compounds, 0.98% hits | AID 463193;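 active means percentage of spot-positive cells more than 3 SD above its plate mean, without a fluorescence outlier flag or 80% toxicity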;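 further: spot-positive cell cutoff set from DMSO-treated cells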
Insulin prom up: MIN6 insulin promoter up-regulation | AID 1625 | 190,000 compounds, 0.3% hits | MIN6 insulin promoter-GFP reporter, high-content imaging; stronger effect = higher value | z-score at 5 µM;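 active means z-score above 3 at 5 µM with at least 500 cells counted in the well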
M17LAP inhibition: P. falciparum M17LAP inhibitors, primary screen, biochemical, fluorogenic H-Leu-NHMec substrate, 1536-well (AID 1619); 220,000 compounds, 0.38% hits; one-dose inhibition, % at 30 µM; IC50 in µM for titrated hits; recombinant M17LAP, H-Leu-NHMec fluorogenic kinetic assay; higher % means a stronger effect;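 active means compound inhibiting the enzyme by more than half at any dose during confirmatory dose-response retesting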;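 further: plate controls were full reaction with DMSO carrier for no effect and no enzyme background for full effect; strong numbers were not always called active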
Dynein transport cytoplasmic EGFP: recorded beside Dynein transport, whose call it bears; z-score; measured here: cytoplasmic GR-EGFP intensity; stronger effect = higher value
Dynein transport nuclear GR-EGFP: second read-out of Dynein transport, no call of its own (marks repeat the call); z-score; measured here: nuclear GR-EGFP intensity;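 lower value marks the stronger effect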
Dynein transport cell count: second read-out of Dynein transport, no call of its own (marks repeat the call); z-score; measured here: cell count per field
Insulin prom up cell count: recorded beside Insulin prom up, whose call it bears; cell count; measured here: cytotoxicity, nuclei count;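 total cells summed across four imaged fields per well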
Hep lipid drop cells 6.5 µM: further read-out of Hep lipid drop, marked with its call; cell count; measured here: cell count, cytotoxicity flag;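 cells counted across two imaged fields per well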
MT stabilize HCS Hoechst-high %: second read-out of MT stabilize HCS, no call of its own (marks repeat the call); % Hoechst-high responders; measured here: nuclear condensation Hoechst responders;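 share of cells brighter than vehicle mean plus two SD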
MT stabilize HCS cytotoxicity %: further read-out of MT stabilize HCS, marked with its call; toxicity, %; measured here: cytotoxicity by cell density;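 0% = mean cell density of plate MIN control wells and 100% = no cells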
Autophagy HCS cell loss 18 h: further read-out of Autophagy HCS, marked with its call; toxicity, %; measured here: cell loss, nuclei count;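 cell loss after 18 h compound exposure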
Starred values were filed as active, the others as inactive; i = inactive; / = no result given.

cpd	SMILES	Hep lipid drop	MT stabilize HCS Hoechst-high %	Autophagy HCS cell loss 18 h	Yfh1-off respiration	Dynein transport cytoplasmic EGFP	Dynein transport nuclear GR-EGFP	Dynein transport cell count	MT stabilize HCS cytotoxicity %	M1AAP inhibition	MT stabilize HCS	CSM14.1 death rescue	Hep lipid drop cells 6.5 µM	Insulin prom up	Autophagy HCS	Dynein transport	Insulin prom up cell count	M17LAP inhibition
1	O=C(NCc1ccccc1)c1cc(-c2ccncc2)nc2ccc(S(=O)(=O)N3CCOCC3)cc12	-12.0	4.7	16.4	i	0.0419	0.586	0.354	3.4	6.0%	4.2	-1.9%	729	0.57	i	-0.546	1202	-5.7%
2	NCCCCNCCCN	14.8	/	/	i	-0.753	0.151	-0.423	/	-0.1%	/	/	687	0.29	/	-0.373	1011	-3.9%
3	Nc1nc(SCC(=O)C23CC4CC(CC(C4)C2)C3)n[nH]1	/	2.3	1.2	i	-0.197	0.188	0.107	11.1	-1.4%	2.7	-0.1%	/	0.67	i	0.00199	1154	32.9%
4	CCOc1ccc(NC(=O)c2ccc3snnc3c2)cc1	-5.8	1.8	-0.2	i	-0.212	0.0536	-0.958	5.1	1.4%	3.7	0.0%	693	1.12	i	0.221	1235	9.1%
5	Cc1nc(SCC(=O)Nc2cc(Cl)ccc2[N+](=O)[O-])nc(C)c1C	-0.1	1.4	16.1	i	-0.174	0.113	-0.0371	4.5	0.7%	2.3	-4.0%	700	/	i	0.672	/	4.0%
6	CC(C)(C)NC(=O)c1ccc2c(c1)C(=O)N(C1CCCCC1)C2=O	0.1	1.8	-4.2	i	-0.227	-0.228	0.72	7.6	5.7%	3.1	-1.5%	679	-0.13	i	1.25	1874	-12.6%
7	CN(C)c1ccc(/C=N/NC(=O)CCc2nc3ccccc3[nH]2)cc1	1.7	/	/	i	-0.275	0.248	-0.113	/	6.0%	/	/	748	0.14	/	0.575	1524	2.1%
8	O=C(Nc1ccc2ccccc2c1)C(=O)C1C(=O)Nc2ccccc21 (centres undefined)	-38.9	/	/	i	-0.297	-0.409	0.524	/	4.7%	/	/	748	0.81	/	-0.327	1383	7.3%
9	CC1Cc2ccccc2N1S(=O)(=O)c1cccc(C(=O)N2CC(=O)Nc3ccccc32)c1 (centres undefined)	-8.5	/	/	i	-0.253	-0.253	0.964	/	3.3%	/	/	762	0.58	/	-0.476	1045	9.5%
10	O=C(CN1CCOCC1)Nc1ccc([N+](=O)[O-])cc1Br	-9.3	1.9	-1.3	i	-0.289	0.258	0.669	8.0	7.2%	3.2	-0.4%	721	0.08	i	0.0826	1500	-2.9%
11	CC(=O)Nc1nc2ccccc2n1CCN(C)C	/	2.1	-4.3	i	0.383	-0.414	0.41	9.1	2.2%	2.1	3.3%	/	0.67	i	-1.16	1228	-9.8%
12	CCc1ccc(OCCCC(=O)Nc2nnc(C3CCCO3)s2)cc1 (centres undefined)	-0.5	1.0	9.3	i	-0.239	0.729	-0.543	1.0	/	2.1	2.0%	692	-0.15	i	0.729	1633	/
13	CCN(CC)C(=O)CN1C(=O)c2cccc3cccc(c23)C1=O	-5.0	2.7	-18.5	i	-0.279	0.00765	0.367	2.5	12.2%	3.0	-1.7%	659	-0.28	i	-0.547	1171	-1.2%
14	Cc1ccc(C(=O)CC(SCC(=O)O)c2ccc([N+](=O)[O-])cc2)cc1 (centres undefined)	-14.2	2.4	0.9	i	-0.229	-1.03	0.822	3.1	0.3%	2.0	-0.2%	722	-1.54	i	-1.75	1536	4.7%
15	Cc1cc(N2CC(C(=O)NCc3cccnc3)CC2=O)ccc1C(C)C (centres undefined)	-1.2	/	/	i	-0.579	1.52	-2.07	/	3.8%	/	/	648	1.11	/	2.34	928	8.2%
16	CCOC(=O)C1=C(C)NC2=C(C(=O)OC2)C1c1ccccc1 (centres undefined)	-14.5	5.0	10.8	i	-0.348	-0.159	0.842	76.0	2.7%	27.5	-1.1%	610	-0.73	i	-0.278	1198	4.4%
17	Cn1cc(CN(CCCN2CCOCC2)C(=S)Nc2cccc(Cl)c2)c2ccccc21	11.5	2.8	20.4	i	-0.192	1.3	-0.929	10.5	1.1%	4.0	-1.7%	699	-0.5	i	0.83	1267	-14.9%
18	Cn1c(=O)[nH]c2ccc([N+](=O)[O-])nc21	20.5	1.6	5.5	i	-0.237	0.181	-0.271	6.9	17.6%	1.5	-2.5%	626	0.03	i	0.0116	1252	13.6%
19	Cn1nnnc1SCC(=O)Nc1ccccc1N1CCOCC1	/	1.1	6.5	i	-0.0839	-0.134	0.114	3.7	5.8%	1.7	-1.3%	/	/	i	-0.245	/	0.9%
20	O=C(NN=C1CCCC1)c1ccn[nH]1	0.7	2.2	-20.4	i	-0.126	1.83	-2.22	7.4	5.5%	3.3	-0.9%	551	0.28	i	2.64	1326	-2.2%
21	O=C(NCCc1ccccn1)c1cc(C(=O)C2CCCCC2)c[nH]1	/	1.7	-8.6	i	-0.208	-0.846	1.83	11.0	3.7%	2.0	0.6%	/	/	i	-0.946	/	9.5%
22	Cc1cc([N+](=O)[O-])nn1CC(=O)NNC(=S)Nc1ccc(F)cc1	/	2.0	4.6	/	-0.219	-0.282	-0.236	4.7	-9.2%	4.4	-2.1%	/	/	i	-0.316	/	0.6%
23	CN(CC1CCOCC1)C(=O)CC1C(=O)NCCN1Cc1ccc(-c2ccccc2)cc1 (centres undefined)	-1.0	0.8	-18.4	i	1.34	1.8	-2.16	5.3	-3.1%	6.3	2.0%	668	0.76	i	2.1	1715	-6.1%
24	Cc1cccc(NC(=O)Nc2ccncc2)c1	26.9	2.3	11.9	i	-0.255	-0.188	0.699	9.3	-13.7%	1.7	-1.2%	689	-0.37	i	-0.583	1621	0.2%
25	CC(=O)N/N=C(\C)CC(=O)Nc1cccc2c1CCCC2	-7.1	0.4	-11.5	i	-0.257	1.22	-0.42	2.6	2.8%	1.1	-1.3%	700	/	i	1.03	/	2.1%
26	COc1ccc(-c2cc(C(N)=O)nc(N3CCCCCC3)n2)cc1	/	4.3	48.3	i	1.22	0.0315	0.916	16.9	-15.6%	5.0	-0.2%	/	-0.52	i	0.314	1261	14.5%
27	COc1ccc(-c2[nH]c(-c3cc(OC)c4c(c3)OCO4)nc2-c2ccccc2)cc1	0.4	3.7	2.9	i	-0.231	-0.158	0.674	2.2	10.7%	4.5	-1.5%	652	-1.68	i	-0.711	1373	4.4%
28	O=C(O)c1ccc(S(=O)(=O)c2ccc3c(c2)C(=O)N(NC(=O)c2ccccc2)C3=O)cc1	19.1	1.1	1.2	i	-0.237	-0.437	1.13	7.9	1.4%	4.0	-0.1%	670	-1.18	i	-0.583	1142	2.0%
29	CCn1c2ccccc2c2cc(NC(=O)COC(=O)c3cc(Cl)c(N)cc3OC)ccc21	16.2	/	/	i	-0.193	0.0842	0.156	/	1.5%	/	/	661	-0.24	/	-0.637	913	-1.6%
30	COc1ccc(C(=O)NC(=S)NCc2ccccc2)cc1	/	0.9	-6.6	/	-0.212	-0.295	0.403	7.2	4.1%	1.3	0.5%	/	0.01	i	-0.381	1705	4.7%
31	COC(=O)c1[nH]c2cccc(OC)c2c1NC(=O)CN1CC2(C)CC1CC(C)(C)C2 (centres undefined)	12.1	2.8	-48.8	i	-0.478	0.0467	0.502	7.9	5.9%	2.6	-1.2%	675	0.06	i	-0.5	1904	-1.0%
32	CCCN(CC(=O)Nc1cc(Cl)cc(Cl)c1)CC(=O)Nc1ccc(F)c(F)c1F	-8.1	1.6	10.3	i	-0.253	-0.0167	0.314	5.9	1.3%	1.5	-2.4%	639	-0.96	i	-0.0869	1370	1.5%
33	Cc1nonc1NC(=O)c1ccc(Cl)c(S(=O)(=O)N2CCCCC2)c1	13.2	2.1	-4.8	i	-0.386	0.0399	0.334	6.4	17.5%	3.9	2.4%	750	-0.15	i	-0.38	1236	2.2%
34	O=c1[nH]c(CN2CCOCC2)nc2scc(-c3ccccc3)c12	-1.6	2.6	16.6	i	-0.164	-0.174	0.279	4.4	1.1%	1.6	/	691	-0.63	i	-0.539	1327	7.1%
35	Cn1c(=O)[nH]c(=O)c2c1nc(NCCCO)n2Cc1ccc(F)cc1	/	1.9	20.8	i	-0.172	-0.485	-0.299	2.5	2.5%	3.2	-1.6%	/	1.58	i	-0.582	1221	1.4%
36	CCN(c1ccc(NC(=O)COC(=O)c2cccs2)cc1)C(C)C	16.4	1.2	-0.9	i	-0.0518	0.965	-1.42	5.2	-5.4%	1.9	0.5%	750	0.11	i	1.99	955	38.8%
37	CC(C)(C)C(=O)Nc1ccc(C(=O)NNC(=O)Cc2ccccc2)cc1	-3.7	2.2	0.9	i	-0.276	-0.124	0.125	8.5	2.5%	1.1	-1.5%	613	-0.15	i	-0.559	1835	7.0%

Two compounds picked at random from the list so far:
cpd	SMILES	Hep lipid drop	MT stabilize HCS Hoechst-high %	Autophagy HCS cell loss 18 h	Yfh1-off respiration	Dynein transport cytoplasmic EGFP	Dynein transport nuclear GR-EGFP	Dynein transport cell count	MT stabilize HCS cytotoxicity %	M1AAP inhibition	MT stabilize HCS	CSM14.1 death rescue	Hep lipid drop cells 6.5 µM	Insulin prom up	Autophagy HCS	Dynein transport	Insulin prom up cell count	M17LAP inhibition
34	O=c1[nH]c(CN2CCOCC2)nc2scc(-c3ccccc3)c12	-1.6	2.6	16.6	i	-0.164	-0.174	0.279	4.4	1.1%	1.6	/	691	-0.63	i	-0.539	1327	7.1%
33	Cc1nonc1NC(=O)c1ccc(Cl)c(S(=O)(=O)N2CCCCC2)c1	13.2	2.1	-4.8	i	-0.386	0.0399	0.334	6.4	17.5%	3.9	2.4%	750	-0.15	i	-0.38	1236	2.2%

High-throughput results as filed in PubChem.
